SMN2 splice enh = increases expression of the SMN2 splice variant. 2.8% of 210,000 active. AID 1458. HEK293 SMN2-luciferase splicing reporter, luminescence, 30-36 h. Potency, µM (doses to about 46.1 µM), inactives show top-dose activity change, positive = activation, actives largely listed as activators; further: % of control where 0% means no effect; nearly all actives have a fitted effect of over 55% in size
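HEK293 cells carry an SMN2 […]–luciferase reporter in which exon 7 inclusion puts luciferase in frame. Cells were plated 10-12 h before compound addition, then incubated 30-36 h at 37C. ONE-Glo luminescence was read; sodium butyrate at 4.5 mM final served as control.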
Tau fibril ThT = tau fibrillization inhibition (ThT binding) | P10636 | recombinant tau K18 P301L (four-repeat tau fragment), heparin-induced fibrillization, ThT fluorescence | Potency, µM (highest dose often 57.4 µM), without a hit: at the highest dose activity, negative = inhibition, actives largely listed as inhibitors | 2.1% of 270,000 active | AID 1460; further: on the % scale 0 is the no-effect control and ±100 the full control effect; nearly all actives have a fitted effect of over 55% in size
Target sequence (P10636 561-689 P618L limits assumed): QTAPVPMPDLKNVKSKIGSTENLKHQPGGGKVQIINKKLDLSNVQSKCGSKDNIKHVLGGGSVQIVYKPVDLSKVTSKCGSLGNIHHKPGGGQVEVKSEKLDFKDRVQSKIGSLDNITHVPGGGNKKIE
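K18 P301L tau (15 uM + 0.24 uM Alexa 594-tagged), heparin 20 uM, NaOAc pH 7, 6 h 37 C; ThT 30 uM, 1 h RT, ex 450/em 510 nm.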
L3MBTL1 inh = L3MBTL1 (human) inhibition | AlphaScreen L3MBTL1–H3K9me1 peptide binding | 0.66% of 230,000 active | Q9Y468 | AID 485360 | Potency, µM (titrated, usually from 57.1 µM), without a hit: at the top dose activity, negative = inhibition, hits mostly inhibitors; further: on the % scale 0 is the no-effect control and ±100 the full control effect; nearly all actives have a fitted effect of over 60% in size
Target sequence (Q9Y468 whole entry, looked up): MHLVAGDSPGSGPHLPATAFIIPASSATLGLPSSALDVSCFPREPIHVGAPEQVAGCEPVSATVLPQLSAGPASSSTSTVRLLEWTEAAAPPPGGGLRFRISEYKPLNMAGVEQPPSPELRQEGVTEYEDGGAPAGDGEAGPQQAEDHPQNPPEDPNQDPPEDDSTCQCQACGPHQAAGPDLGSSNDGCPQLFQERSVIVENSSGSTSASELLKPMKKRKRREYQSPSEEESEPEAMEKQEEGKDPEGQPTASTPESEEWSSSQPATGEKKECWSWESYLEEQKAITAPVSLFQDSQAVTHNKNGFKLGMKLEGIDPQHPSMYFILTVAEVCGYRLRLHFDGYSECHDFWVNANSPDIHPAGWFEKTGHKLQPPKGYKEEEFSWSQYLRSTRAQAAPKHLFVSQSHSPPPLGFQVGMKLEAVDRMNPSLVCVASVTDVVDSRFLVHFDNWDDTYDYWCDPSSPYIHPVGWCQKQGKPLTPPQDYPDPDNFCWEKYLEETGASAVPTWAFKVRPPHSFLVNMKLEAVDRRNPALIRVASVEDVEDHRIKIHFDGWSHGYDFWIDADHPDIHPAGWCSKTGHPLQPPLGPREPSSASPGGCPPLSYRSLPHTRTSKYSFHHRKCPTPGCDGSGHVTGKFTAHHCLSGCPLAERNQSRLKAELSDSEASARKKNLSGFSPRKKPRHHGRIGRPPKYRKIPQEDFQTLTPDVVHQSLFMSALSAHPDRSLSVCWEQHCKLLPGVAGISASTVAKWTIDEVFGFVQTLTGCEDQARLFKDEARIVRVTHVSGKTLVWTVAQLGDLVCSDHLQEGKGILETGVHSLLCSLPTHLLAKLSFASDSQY
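Displacement of a biotinylated histone H3(1-15) peptide monomethylated at Lys9 (75 nM) from L3MBTL1 (50 nM) was measured by AlphaScreen after a 30 min room-temperature compound incubation; cefsulodin titration served as intraplate control.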
Luc counter = counter-screen: inhibitors of Kinase-Glo firefly luciferase; Kinase-Glo luciferase, ATP luminescence, 8 min; Q27757; 0.28% of 200,000 active; Potency, µM (doses to about 38.3 µM), for the others: at the highest dose activity change, negative = inhibition, actives largely listed as inhibitors; AID 1379; further: on the % scale 0 is the no-effect control and ±100 the full control effect; nearly all actives have a fitted effect of over 60% in size
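Luminescence was the read-out, taken after 8-minute incubation at ambient temperature. Luciferase turned over luciferin with 10 uM ATP in imidazole pH 7.2 buffer containing KCl, MgCl2, Tween 20 and BSA.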
JMJD2E inh = inhibitors of human JMJD2E histone demethylase. B2RXH2. JMJD2E catalytic domain, FDH-coupled NADH fluorescence (FDH is formaldehyde dehydrogenase). Potency, µM (series often up to 57.1 µM), inactives show at the highest dose activity change, negative = inhibition, usual class: inhibitors. 1.6% of 230,000 active. AID 2147; active means well fitted inhibition curve with a large enough effect, not every such curve was filed as active; inconclusive means small, poorly fitted or top-dose-only effect, or another doubt; inactive means no such curve, though single readings can be large or run the other way;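 further: 0% = wells with enzyme and -100% = buffer wells without enzyme; nearly all actives have a fitted effect of over 50% in size; many of its hits are not listed in these tables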
RECQ1 helicase = blocks DNA unwinding by human RECQ1; P46063; RECQ1 DNA unwinding, red fluorescence kinetic read; Potency, µM (titrated, usually from 57.3 µM), without a hit: top-dose activity, negative = inhibition, most hits filed as inhibitors; 0.54% of 240,000 active; AID 2549;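 further: plate controls were vehicle for no effect and no enzyme for full effect; nearly all actives have a fitted effect of over 30% in size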
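50 nM RECQ1T1 preincubated 15 min with compound in Tris pH 8.0 buffer with MgCl2, DTT, Tween-20 and 2.5 ug/ml poly(dI-dC); started with 200 nM TAMRA/BHQ-2 forked duplex and 2 mM ATP. Unwinding read as fluorescence (525/598 nm), two reads 2 h apart.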
ALDH1A1 block = blocks purified human ALDH1A1 activity; P00352; Purified ALDH1A1, NADH fluorescence, propionaldehyde substrate; Potency, µM (series often up to 75.3 µM), for the others: at the highest dose activity, negative = inhibition, hits mostly inhibitors; 7.3% of 220,000 active; AID 1030; active means well fitted inhibition curve with a large enough effect, not every such curve was filed as active; inconclusive means small, poorly fitted or top-dose-only effect, or another doubt; inactive means no such curve, though single readings can be large or run the other way;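 further: plate controls were no enzyme wells and a reference inhibitor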
Lamin A splicing = modulators of lamin A splicing; HeLa LMNA splicing GFP/RFP minigene ratio, 48 h; Potency, µM (highest dose often 46.1 µM), for the others: top-dose ratio change, negative = inhibition, actives largely listed as inhibitors; 0.01% of 200,000 active; active means well fitted inhibition curve with a large enough effect in the signal ratio, with a control signal flat, not every such curve was filed as active; inconclusive means small, poorly fitted or top-dose-only effect, or effect the other way, or a change in a side signal; the % refers to the signal ratio; further: on the % scale 0 is the no-effect control and ±100 the full control effect
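S3 HeLa stable clones carrying a lamin A-EGFP splicing minigene plus DsRed2 were seeded at 600 cells/well in Opti-MEM with 2% FBS, pin-dosed and incubated 48 h at 37°C. Acumen cytometry (488 nm) gave the GFP/RFP total-intensity ratio.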
Numbers without * were called inactive; i = inactive; ? = inconclusive; . = no result given; [ ] = remark or other dose. Unless noted, the call rests on the fitted dose curve; in most records, active means well fitted curve in the direction sought with a large enough effect; inconclusive means small, poorly fitted or top-dose-only effect, or another doubt; inactive means no such curve, though single readings can be large; an effect the other way counts as inactive or inconclusive. Potency means the concentration at half of the fitted maximal effect. Not all compounds are listed; rates above refer to the full screens.

SMILES | SMN2 splice enh | Tau fibril ThT | L3MBTL1 inh | Luc counter | JMJD2E inh | RECQ1 helicase | ALDH1A1 block | Lamin A splicing
c1cnc2ccc(C(c3nnnn3C3CCCCC3)N3CCCCC3)cc2c1 (stereo not given) | -27% | -5% | -6% | 3% | -4% | -1% | ? | -2%
CCOc1ccc(Nc2nc(Cl)nc(N3CCN(c4ccc(OC)cc4)CC3)n2)cc1 | -51%[inhibitor] | ? | ? | -2% | -5% | -10% | 2% | -8%
CCOc1ccc(C2C(C#N)=C(N)Oc3cc(C)n(CCN4CCOCC4)c(=O)c32)cc1OCC (stereo not given) | -14% | -9% | -1% | -3% | 0% | i | -1% | 3%
Cn1nccc1NC(=O)CSCC(=O)O | . | 1% | -7% | . | 3% | 0% | 10% | .
O=C(NCc1ccco1)C(c1ccccc1)N(Cc1ccccc1)C(=O)Cn1nnc2ccccc21 (stereo not given) | 6% | -7% | 13% | 5% | -6% | -1% | -1% | -1%
Nc1ccc(Br)cc1C(=O)O | -2% | -2% | 8% | 1% | ? | 1% | 0% | -10%
CCNc1sc(C(=O)OCC)c(N)c1C#N | -5% | -13% | . | -2% | 2% | -1% | 11% | .
CCOc1ccccc1/C=N/NC(=O)c1cccc(Cl)c1 | -26% | -17% | 5% | 12% | -4% | -7% | 7% | ?
COc1ccc(CCNCC(O)Cn2ccc3ccccc32)cc1OC (stereo not given) | . | 3% | -24% | . | -2% | i | 3% | ?
Cc1ccc(S(=O)(=O)/N=C(\N)c2ccc(F)cc2)cc1 | -14% | 2% | 7% | 1% | -5% | i | 12% | -14%[46 µM]
O=c1cc(-c2ccccc2)[nH]c2[nH]n(-c3ccccc3)c(=O)c12 | -5% | 20µM* | -4% | 0% | 3% | 1% | 5% | 4%
CC(=O)NC(CCS(C)(=O)=O)C(=O)Nc1cc(Cl)ccc1Cl (stereo not given) | -4% | -5% | 14% | 1% | 0% | 13% | 0% | -7%
O=C(c1cnccn1)N1CCC[C@@]2(CCN(c3ncccn3)C2)C1 | -4% | . | . | 1% | . | -7% | 7% | .
CC1CCN(S(=O)(=O)c2cccc(S(=O)(=O)N3CCOCC3)c2)CC1 | -15% | 8% | . | -3% | 1% | i | ? | -3%
CC12CCC(c3c(CO)nn(-c4ccccc4)c31)C2(C)C (stereo not given) | 1% | -5% | -1% | -3% | -3% | -2% | ? | 0%
CC12CCC(C(=O)Nc3cccc(Cl)c3)(C(Br)C1=O)C2(C)C (stereo not given) | -44%[inhibitor] | 1% | 9% | 0% | 5% | 1% | ? | ?
CCCCOC(=O)Nc1ccc(S(=O)(=O)Nc2cc(C)nc(C)n2)cc1 | -3% | -6% | 5% | 2% | 0% | 0% | 6% | -10%
CNC(=S)N1N=C(c2ccc(OC)cc2)CC1c1ccccc1Cl (stereo not given) | . | 5% | -9% | . | ? | -13% | . | .
CC(/C=C/c1ccccc1)=N\NC(=O)c1ccc(Br)cc1 | -71%[inhibitor] | ? | . | 2% | 3% | 6% | ? | .
COc1cccc(CCNc2ccc(N3C(=O)CC(C)C3=O)cc2[N+](=O)[O-])c1 (stereo not given) | -25% | ? | . | -2% | -1% | -9% | -6% | .
Cc1onc(-c2c(Cl)cccc2Cl)c1C(=O)O/N=C(\C#N)c1c(Cl)cccc1Cl | . | -10% | 5% | . | 0% | -10% | -3% | .
COC(=O)N1CCC2(CC1)CN(c1ccc(-c3ccccc3)cc1)C2 | -13% | . | . | 3% | . | -11% | ? | .
CCOc1cc(C2NC(=O)NC(C)=C2C(C)=O)cc(Cl)c1OCC(=O)O (stereo not given) | -4% | -8% | . | -3% | 1% | -18% | 11% | -2%
Cc1c(O)ccc(NC(=O)/C=C/c2ccccc2)c1C | 6% | ? | 0%[11.4 µM] | 4% | 3% | i | 0% | -8%[46 µM]
COc1cc(/C=C2\SC(=O)N(Cc3ccc(Cl)cc3)C2=O)cc([N+](=O)[O-])c1O | -20% | 13µM* | ? | -5% | ? | i | 2.5µM* | ?
NS(=O)(=O)c1ccc(CCNC(=O)CSc2ccc(Cl)cc2)cc1 | -35%[inhibitor] | 4% | 18% | 7% | -7% | -1% | 44%[activator] | -15%
CC1=NN(c2ccccc2)C(=O)/C1=C\c1sccc1C | . | ? | -26% | . | ? | -11% | . | .
CCC(Sc1nc(C)cc(C)n1)C(=O)Nc1cc(C)on1 (stereo not given) | . | -11% | 0% | 0% | 6% | -6% | 9% | ?
COc1ccc(CCNC(=O)c2cc(-c3ccncc3)nc3c(Cl)cccc23)cc1OC | 26% | ? | -14% | 1% | -4% | i | -6% | -20%[46 µM]
O=C(COc1nsnc1N1CCOCC1)N1CCOCC1 | -6% | -2% | 4% | -2% | 5% | i | 5% | 6%
Cc1ccccc1CSc1nnc(-c2ccccc2)c(=O)[nH]1 | -12% | -10% | . | 1% | ? | i | 2% | 5%[46 µM]
CCN(CC)c1ccc(C(=O)N/N=C/c2ccc(N3CCOCC3)cc2)cc1 | -11% | ? | -4% | 1% | ? | -2% | ? | 3%[9.22 µM]
CC(C)CNC(=O)CN(c1cccc(Cl)c1)S(C)(=O)=O | -7% | 2% | -2% | -4% | -5% | i | 11% | ?
CCC(=O)Nc1nnc(SCC(=O)Nc2ccc(F)cc2)s1 | 28% | 4% | . | 6% | 5% | -4% | 2% | -28%
O=C(Nc1nccs1)c1ccc(COc2ccc(F)cc2)o1 | 15% | -10% | -10% | -3% | -6% | -11% | ? | ?
CCCCC(c1nnnn1CS(=O)(=O)c1ccc(C)cc1)N1CCN(C)CC1 (stereo not given) | -21% | -2% | -27% | 0% | 7% | 25% | -1% | .
Cc1cc(NC(=O)Nc2ccc(Cl)cc2)n(-c2ccccc2)n1 | . | 15% | -4% | . | 0% | 7% | . | .
CCOC(=O)c1c(C)[nH]c(C)c1C(=O)COC(=O)c1cccc(S(=O)(=O)N(CC)CC)c1 | -18% | -9% | -10% | -1% | -1% | -9% | -2% | -1%
CCn1nc(C)c(CNC(=O)CCc2nnc(-c3ccc(C(C)=O)s3)o2)c1C | -11% | -9% | 8% | -1% | -3% | i | 32µM* | 11%[46 µM]
Cc1cc(C(F)(F)F)nc(CCNCc2c(C(=O)N3CCCC3)nc3ccccn23)n1 | -2% | 2% | 11% | 0% | -15% | ? | -2% | ?
O=C(Nc1ccc(F)cc1F)c1cc2nc3c(c(C(F)(F)F)n2n1)CCCC3 | 17% | -6% | 10% | 2% | 9% | -5% | 12% | -3%
Cn1cc(C(=O)c2cccc(Cl)c2)cc1C#N | 0% | -1% | 27% | 1% | 5% | -1% | -8% | ?
CCN1CCN(c2ncnc3c2cnn3-c2ccccc2)CC1 | -12% | -3% | . | 3% | ? | -2% | ? | -3%
O=C(CCCN1C(=O)S/C(=C\c2ccccc2)C1=O)NNC(=O)c1ccccc1O | -43%[inhibitor] | -3% | 2% | 1% | -6% | 1% | 27% | .
COc1cc2c(cc1OC)C(C(C(=O)N(CCc1ccc(OC)c(OC)c1OC)CCc1ccc(OC)c(OC)c1OC)c1ccccc1)=NCC2 (stereo not given) | . | -20% | . | 3%[39.9 µM] | . | -2% | ? | .
O=S(=O)(Nc1cc(S(=O)(=O)N2CCOCC2)ccc1N1CCOCC1)c1ccc2c(c1)OCCO2 | 18% | -3% | -18% | 7% | 1% | 0% | -1% | .
O=C(NNC(=S)Nc1ccc(Cl)cc1Cl)c1ccncc1 | 28% | 5% | -9% | 4% | -5% | 7% | 3.2µM* | -3%
CN(C)c1ccc(N/C=C/C(=O)c2ccco2)cc1 | . | 2µM* | . | 3.5µM* | 6% | 1% | 28µM* | 21%
O=C(Cc1ccc(S(=O)(=O)N2CCOCC2)s1)Nc1ccccc1N1CCOCC1 | -63%[inhibitor] | 3% | . | -5% | 1% | -16% | ? | 19%[9.22 µM]
CC(C)COCC(O)CC(Cc1ccccc1)C(=O)NN (stereo not given) | -12% | -7% | -9% | -3% | 291%[activator] | 0% | 11% | .
O=C(CSc1nccc(=O)[nH]1)N1CCN(c2ccccc2)CC1 | -8% | -9% | 9% | 0% | 1% | i | -9% | ?
COc1cc([N+](=O)[O-])ccc1NC(=O)Nc1ccc2c(c1)OCCO2 | 8% | 13µM* | -21% | 1% | -5% | i | 2% | -2%[46 µM]
CCCc1nc2ccccc2c(C(=O)OCC(=O)c2ccc3c(c2)NC(=O)CO3)c1CC | 6% | -7% | . | -2% | 8% | -17% | 10% | 10%
COc1ccc(OC)c2c1CC(C)(C)NC2=O | 24% | -9% | -6% | 2% | ? | -3% | ? | -3%
CCOc1ccc(NC(=O)N[C@@H](Cc2ccccc2)C(=O)O)cc1 | . | -5% | 9% | . | 2% | 2% | . | .
CC(c1ccccc1)N(CC(=O)NC1CCCCC1)S(=O)(=O)c1cccc(C(F)(F)F)c1 (stereo not given) | ? | -12% | 10% | 1% | 0% | -14% | 9% | ?
O=C(COC(=O)c1cc(S(=O)(=O)N2CCOCC2)ccc1Cl)Nc1ccc2c(c1)OCO2 | 23% | -3% | . | 0% | 0% | i | ? | 10%
CC(NS(=O)(=O)c1ccc(CCC(=O)NCc2ccco2)cc1)c1ccccc1 (stereo not given) | -1% | -4% | -5% | 3% | -3% | i | ? | 11%
CCn1cc(C2=NOC(C(=O)Nc3ccccc3C(=O)OC)C2)c(C)n1 (stereo not given) | -16% | 0% | 4% | -3% | -8% | i | -9% | ?
CCCCc1[nH]c(=O)c(C#N)c2c1CSC(C)(C)C2 | . | -14% | -9% | . | ? | 0% | ? | 1%
